MITF inh: MITF inhibitors, primary screen, biochemical, AlphaScreen, human. AID 1259374, 2018. actives 0.91% (n = 650,000). AlphaScreen MITF homodimerization, bead proximity signal. inhibition, % at 2.6 µM; in the data active = inhibition above about 50%;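 note: 0% = vehicle wells with protein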
Target sequence (O75030 whole entry, looked up): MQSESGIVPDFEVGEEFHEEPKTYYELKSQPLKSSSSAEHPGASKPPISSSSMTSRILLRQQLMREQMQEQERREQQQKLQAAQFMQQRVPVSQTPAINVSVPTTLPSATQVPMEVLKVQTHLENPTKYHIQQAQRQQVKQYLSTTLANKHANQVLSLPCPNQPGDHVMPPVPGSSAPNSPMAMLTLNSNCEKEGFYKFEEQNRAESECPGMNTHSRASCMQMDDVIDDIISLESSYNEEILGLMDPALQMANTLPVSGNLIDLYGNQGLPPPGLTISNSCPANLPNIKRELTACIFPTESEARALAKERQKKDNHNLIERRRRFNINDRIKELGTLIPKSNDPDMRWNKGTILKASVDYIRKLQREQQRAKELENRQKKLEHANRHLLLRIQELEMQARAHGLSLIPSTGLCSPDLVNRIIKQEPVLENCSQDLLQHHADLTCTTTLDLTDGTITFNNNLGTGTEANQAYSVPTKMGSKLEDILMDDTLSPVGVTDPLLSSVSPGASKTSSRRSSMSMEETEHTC
FBW7 act: FBW7 E3 ligase activators, primary screen, biochemical, AlphaScreen, human; F-box/WD repeat-containing protein 7 (Homo sapiens), Q969H0; AlphaScreen FBW7–phospho-cyclin E peptide binding, activator screen; normalized activity (activation), % at 26.1 µM; actives 0.13% (n = 650,000); in the data active = normalized activity above about 1.9%;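 note: purified mutant Fbw7 with reduced substrate affinity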
GPR151 activ: activators of human GPR151, primary screen, cell-based, PathHunter beta-arrestin, luminescence; actives 1% (n = 650,000); AID 1508602, 2020; G-protein coupled receptor 151 (Homo sapiens), Q8TDV0; activation, % at 11.2 µM; PathHunter beta-arrestin GPR151 cells; in the data active = activation above about 4.9%;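 note: 0% = median of compound wells and 100% = cells with positive control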
Target sequence (Q8TDV0 whole entry, looked up): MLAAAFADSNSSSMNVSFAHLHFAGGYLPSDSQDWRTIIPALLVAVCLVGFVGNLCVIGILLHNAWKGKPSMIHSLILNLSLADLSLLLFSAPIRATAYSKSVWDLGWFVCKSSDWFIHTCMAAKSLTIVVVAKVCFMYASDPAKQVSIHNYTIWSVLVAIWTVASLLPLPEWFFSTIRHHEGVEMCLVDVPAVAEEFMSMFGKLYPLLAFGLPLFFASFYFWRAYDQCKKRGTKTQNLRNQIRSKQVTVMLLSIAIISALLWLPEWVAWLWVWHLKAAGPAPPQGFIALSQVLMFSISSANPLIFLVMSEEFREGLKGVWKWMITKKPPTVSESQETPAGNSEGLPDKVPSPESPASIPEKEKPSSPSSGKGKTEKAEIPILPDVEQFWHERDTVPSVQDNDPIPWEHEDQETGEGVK
TEAD-YAP inh: TEAD-YAP interaction inhibition, primary screen, TEAD-YAP interaction inhibitor project, luminescence, HEK-TIYL cells; TEAD-Gal4/YAP UAS-luciferase luminescence; inhibition, % at 9.12 µM; actives 1.4% (n = 640,000); AID 1259422, 2018; in the data active = inhibition above about 32%;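 note: 0% = median of test compound wells and 100% = reference inhibitor wells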
Numbers without * were called inactive.

SMILES	MITF inh	FBW7 act	GPR151 activ	TEAD-YAP inh
Cc1c(NC(=O)C(C)OC(=O)c2ccc([N+](=O)[O-])s2)c(=O)n(-c2ccccc2)n1C (centres undefined)	7.2	0.0	0.2	12.1
C=CCN1CCN(S(=O)(=O)c2cccc(C#N)c2)C(C(=O)NCc2ccccc2)C1 (centres undefined)	1.5	0.0	1.3	-5.2
O=C(NCC1CCC2(CCN(C(=O)c3ccncc3)CC2)O1)c1cccc(C(F)(F)F)c1 (centres undefined)	10.8	0.1	0.4	4.9
Cc1cc2c(cc3c(=O)n(CC(=O)NC(C)C)nc(C)n32)s1	13.6	-0.1	-0.7	9.9
Cn1cc(S(=O)(=O)Oc2ccccc2Cl)c(=O)n(C)c1=O	-10.3	0.0	-2.5	4.9
O=C(C1CC1)N(Cc1ccco1)c1nc2ccccc2s1	-0.9	-0.2	1.8	-29.6
COCCNCCOc1cc(C)cc(C(C)C)c1	25.4	0.0	-0.3	15.5
CCOC(=O)COc1ccc(/C=C/[N+](=O)[O-])c(OCC(=O)OCC)c1	-8.0	-0.1	0.4	5.3
O=C(NC(=S)Nc1cccc2ncccc12)c1ccccc1[N+](=O)[O-]	-5.0	-0.1	-1.1	7.2
Cc1cc(OCCNC2CCCC2)ccc1[N+](=O)[O-]	33.4	0.0	-0.6	-5.3
CCOC(=O)c1cccc(N2C(=O)C3C4C=CC(C(OC(C)=O)OC(C)=O)(O4)C3C2=O)c1 (centres undefined)	2.7	-0.3	0.7	-19.8
CCN(CC)C(=O)c1sc2nc3cc(C)c(C)cc3cc2c1N	-6.0	-0.1	-0.4	-54.1
COc1ccccc1NC(=O)CSc1ccc(F)cc1	13.0	1.1	-0.3	-44.1
O=C(O)c1ccc2c(=O)n3c4ccccc4nc3c3ccc(C(=O)O)c1c23	4.3	-0.1	-1.0	5.7
c1ccc(N2CCN(c3nccc(Nc4ccc5c(c4)OCO5)n3)CC2)nc1	-0.7	-0.3	1.0	-19.0
Cc1cccn2c(CN3CCSCC3)c(C(=O)N(C)CCc3ccccc3)nc12	-4.1	-0.2	2.1	-10.2
O=C(Nc1ccc(F)c(F)c1)c1ccc2c(=O)n(CCc3ccccc3)c(=O)[nH]c2c1	10.6	0.2	-0.1	2.5
Clc1ccc(C2=CSC3=NCCCCN23)cc1Cl	-6.1	-0.1	1.5	9.3
O=C(Nc1ccc(-c2nc3ccccc3[nH]2)cc1)c1cncc(Br)c1	15.1	0.0	-0.6	-35.2
COc1ccccc1CNC(=O)CCCn1nnc2ccccc2c1=O	33.7	0.1	1.0	-13.6
O=C(O)COc1cccc(/C=C2/SC(=O)N(c3cccc(Cl)c3)C2=O)c1	-2.1	0.0	-0.3	8.6
COc1ccc(CNC(=O)c2oc3ccc(S(=O)(=O)N4CCOCC4)cc3c2C)cc1	-3.0	-0.1	-0.4	1.1
COc1cccc(-c2cn(CC(=O)Nc3ccc(F)cc3)nc2N2CCOCC2)c1	-6.4	-0.4	-1.0	1.9
CCOc1ccc(C(=O)Nc2ccc3c(c2)CCCN3C(=O)CC)cc1	11.0	0.0	0.6	-4.5
CCOC(=O)c1c(NC(=O)/C=C/c2ccc(C)o2)sc(C)c1C	8.1	0.1	9.8*	2.0
SMILES	MITF inh	FBW7 act	GPR151 activ	TEAD-YAP inh
O=C(CCCc1ccccc1)NCc1ccccc1	6.0	0.1	-1.4	-16.0
O=[N+]([O-])c1ccc2nc(NS(=O)(=O)c3ccc(Cl)cc3)sc2c1	21.5	0.1	-1.0	-8.0
O=C(Nc1c(C(=O)Nc2ccc(Br)cc2)cnn1-c1ccccc1)c1ccccc1F	8.8	0.0	1.2	7.5
Cc1ccccc1S(=O)(=O)Nc1ccc2oc3c(c2c1)C(=O)CC(C)(C)C3	1.3	0.3	3.4	-2.7
CC1(C)CC(C(CC(=O)Nc2nccs2)c2ccccc2)CCO1 (centres undefined)	0.2	-0.4	2.6	-13.2
Cc1ccc(C(=O)Nc2ccc([N+](=O)[O-])cc2)cc1S(=O)(=O)NC1CCCCC1	-5.2	-0.2	1.5	-1.0
CCCCOC(=O)c1ccc(OC(=O)c2cc3ccccc3oc2=O)cc1	6.1	-0.1	-0.9	-16.4
C=CCn1c(SCC(=O)Nc2sc(C(=O)OC)c(C)c2C(=O)OCC)nc2sc3c(c2c1=O)CCC3	-1.5	-0.1	1.4	2.9
CC(C)=CCOc1ccc2ccc(=O)oc2c1	2.1	0.2	0.2	-13.0
O=C(NCc1cccnc1)c1ccc2c(=O)n(Cc3ccc4c(c3)OCO4)c(=O)[nH]c2c1	7.6	0.0	-0.4	6.9
O=C(Nc1cc(-c2ccccc2)nn1CCO)c1ccco1	18.2	0.8	-0.2	3.3
O=C(NCc1ccc(Cl)cc1)c1cc(-c2ccco2)on1	-9.0	-0.1	-0.3	4.7
C/C(=N\NC(=O)CNc1ccc(C)cc1)c1ccc(Br)cc1	-12.1	-0.1	0.8	-0.1
CCOc1ccc(CN2CCC(C(=O)NCc3ccc(C)cc3)CC2)cc1	54.4*	0.5	-0.3	12.2
CCCNC(=O)c1ccccc1NS(=O)(=O)c1ccc(OC)c(Br)c1	12.0	0.1	-1.6	-2.3
CCOC(=O)C1=C(C)N=c2s/c(=C\c3ccc(OC)c(Br)c3)c(=O)n2C1c1ccc(SC)cc1 (centres undefined)	-1.3	-0.2	-0.3	-11.1
CCOC(=O)c1cc(C(C)=O)c2c(-c3ccc4ccccc4n3)cc3ccccc3n12	0.5	0.6	-1.5	-10.3
Cc1cccc(-n2c(=S)[nH]c3c(c2=O)C2(CCCCC2)Cc2ccccc2-3)c1	-7.2	0.0	0.6	-1.3
O=S(=O)(c1ccc(Br)cc1)N1CCCC(C(F)(F)F)C1 (centres undefined)	-1.8	-0.1	0.3	7.7
CCSc1nc2c(c(=O)n1C1CCCC1)C1(CCCC1)Cc1ccccc1-2	5.5	-0.2	1.2	14.8
COc1ccccc1CNC(=O)Cn1c(C)cc2ccccc2c1=O	-2.5	0.0	-1.1	3.3
COc1cc(C)ccc1OCc1cc(C(=O)NCCN2CCCC(O)C2)no1 (centres undefined)	6.5	-0.1	0.1	8.0
CCOC(=O)C1C2C=CC3(CN(c4ccc(C)cc4)C(=O)C13)O2 (centres undefined)	0.1	0.0	0.7	3.4
O=C(NCCCN1CCOCC1)c1cc(S(=O)(=O)N2CCCCC2)ccc1F	7.6	1.0	-1.7	3.4
CCOc1ccc2nc(SCC(=O)Nc3ccc(O)c(C(=O)O)c3)sc2c1	9.8	0.5	-1.9	2.5

By substructure: the compounds so far containing a Cl atom (five)
SMILES	MITF inh	FBW7 act	GPR151 activ	TEAD-YAP inh
Cn1cc(S(=O)(=O)Oc2ccccc2Cl)c(=O)n(C)c1=O	-10.3	0.0	-2.5	4.9
Clc1ccc(C2=CSC3=NCCCCN23)cc1Cl	-6.1	-0.1	1.5	9.3
O=C(O)COc1cccc(/C=C2/SC(=O)N(c3cccc(Cl)c3)C2=O)c1	-2.1	0.0	-0.3	8.6
O=[N+]([O-])c1ccc2nc(NS(=O)(=O)c3ccc(Cl)cc3)sc2c1	21.5	0.1	-1.0	-8.0
O=C(NCc1ccc(Cl)cc1)c1cc(-c2ccco2)on1	-9.0	-0.1	-0.3	4.7

The list goes on:
SMILES	MITF inh	FBW7 act	GPR151 activ	TEAD-YAP inh
CCN(CC)C(=O)C1CCCN(c2nc(NCCOc3ccccc3)c3ncn(CCN4CCCC4=O)c3n2)C1 (centres undefined)	-1.6	0.0	0.4	1.9
Cc1ccc(C(=O)N2CCN(c3ccc([N+](=O)[O-])cc3Cl)CC2C)o1 (centres undefined)	15.6	0.1	2.6	-3.5
CC1(C)CC(=O)C2=C(C1)NC=C(C(=O)O)C2C(=O)O (centres undefined)	-8.9	-0.1	0.6	-2.1
CC(C(=O)N1CCCCCC1)N(c1ccc(Oc2ccccc2)cc1)S(C)(=O)=O (centres undefined)	-20.1	-0.3	-0.6	20.4
Cc1ccc(N(C)C(=O)[C@H]2[C@@H]3C[C@@H]4[C@H]2C(=O)O[C@@H]4C3)cc1	9.6	0.5	0.5	5.5
Cc1cc2ccccc2c(=O)n1CC(=O)NC1CCCCCC1	-2.1	0.0	-0.2	1.5
Cc1c(C(=O)NC2CC3CCC2C3)cccc1[N+](=O)[O-] (centres undefined)	0.5	-0.1	-0.4	-6.4
Cc1ccccc1N1CCN(CC(O)COc2ccc(OCC(O)CN3CCN(c4ccccc4C)CC3)cc2)CC1 (centres undefined)	-1.2	-0.1	-0.6	7.5
O=C(O)c1cccc(NC(=S)N/N=C/c2cc(Cl)ccc2O)c1	90.8*	-0.9	-1.8	-11.6
Cc1ccnc(NS(=O)(=O)c2ccc(NC(=O)C3CCCNC3=O)cc2)n1 (centres undefined)	15.2	0.1	1.7	4.4
O=C(CSCC(=O)Nc1cc(Cl)ccc1Cl)Nc1ccccc1	0.8	0.0	-0.5	-10.9
COc1ccc(CC2(CCC(=O)N(C)Cc3ccc(F)cc3)CCC(=O)N2)cc1OC (centres undefined)	7.0	0.0	0.4	-0.9
CCCc1nnc(NC(=O)c2cc(OC)c(OC)c(OC)c2Br)s1	3.8	0.0	-0.3	-1.3
O=C(Nc1ccccn1)c1cn(-c2ccc(F)cc2F)c(=O)c2ccccc12	-2.9	0.5	-0.8	-1.5
COc1cc(C2C(C(=O)OCC3CCCO3)=C(C)NC3=C2C(=O)CCC3)cc(Br)c1O (centres undefined)	13.2	0.1	0.7	3.7
Cc1ccc(NS(=O)(=O)c2c(C)ccc3nsnc23)cc1	12.5	0.7	5.2*	6.4
O=C1CC(NCC2CCCO2)C(=O)N1c1ccc(Cl)cc1 (centres undefined)	7.8	1.0	-2.1	-12.3
O=C1NC(=S)N/C1=C\c1ccc(N2CCCCC2)cc1	-10.3	-0.1	-0.2	-16.9
Cc1nn(C)c(C)c1-c1nc2ccc(C(=O)NCCOc3ccccc3)cc2s1	-0.4	0.2	-2.4	-27.8
COc1cc(C2CC(=O)Nc3c2cc(Br)c2ccccc32)cc(OC)c1OC (centres undefined)	5.0	0.1	0.4	2.1
O=C(NCCc1ccccn1)c1cc(Br)ccc1Cl	13.5	0.1	-1.2	-19.4
COC(=O)c1ccc(SCC(=O)N2CCCCC2)c([N+](=O)[O-])c1	-9.1	0.1	1.1	-2.4
CCOc1cc(C2C(C(=O)OCc3ccccc3)=C(C)NC3=C2C(=O)CC(c2ccccc2)C3)ccc1O (centres undefined)	9.7	-0.1	0.6	4.3
CC1CCCC(NC(=O)CCCn2nnc3ccccc3c2=O)C1C (centres undefined)	2.2	0.0	1.0	-2.4
CCOC(=O)CNC(=O)CSc1nnc(COc2ccccc2C)n1C	4.8	0.0	-0.7	0.7

Grouped by structure, those above with a CF3 group (2)
SMILES	MITF inh	FBW7 act	GPR151 activ	TEAD-YAP inh
O=C(NCC1CCC2(CCN(C(=O)c3ccncc3)CC2)O1)c1cccc(C(F)(F)F)c1 (centres undefined)	10.8	0.1	0.4	4.9
O=S(=O)(c1ccc(Br)cc1)N1CCCC(C(F)(F)F)C1 (centres undefined)	-1.8	-0.1	0.3	7.7

(further entries)
SMILES	MITF inh	FBW7 act	GPR151 activ	TEAD-YAP inh
COc1ccc(S(=O)(=O)Nc2cc(C)ccc2C)cc1I	-0.2	-0.1	2.0	-4.3
COC(=O)c1cc(C)sc1NC(=S)Nc1cc(C)cc(C)n1	15.3	-0.3	0.7	7.5
O=C(CCc1ccccc1)Nc1ccccc1C(=O)NCCOc1ccccc1	2.5	-0.2	-1.3	-44.3
O=Cc1c(Cl)c2cc3c4c(c2oc1=O)CCCN4CCC3	7.3	-0.9	0.3	-7.0
COc1ccc(-c2c(C)c3ccc(OCCN4CCN(C)CC4)cc3oc2=O)cc1OC	5.2	-0.2	0.3	-7.0
Cn1c(=O)[nH]c(=O)c2c1nc(SCC(=O)c1ccc([N+](=O)[O-])cc1)n2Cc1cccc(Br)c1	-3.1	0.2	0.5	-6.1
COc1ccc(Cn2c(C)cn3c4c(=O)n(C)c(=O)n(C)c4nc23)cc1	-9.6	0.1	0.2	7.2
CC1CCN(CC(=O)n2c3c(c4ccccc42)CCCC3)CC1	4.1	-0.2	-0.8	-9.6
OCC1(Cc2ccccc2)CCCN(Cc2nc3c(s2)CCCC3)C1 (centres undefined)	9.9	0.1	3.7	-0.4
COc1cccc(CNC(=O)Cc2noc3ccccc23)c1	-13.7	-0.1	-4.1	-51.3
COc1cccc(CN(CCCN(C)C)C(=O)c2cc3ccc(-c4ccncc4)cc3[nH]2)c1	8.3	-0.3	-1.1	-15.5
CCC1(N)C2CC3CC(C2)CC1C3 (centres undefined)	4.5	0.1	1.4	-9.3
O=C(Nc1cccc(Cl)c1)Nc1nnc(-c2cccc([N+](=O)[O-])c2)s1	4.9	0.2	-0.4	17.6
Nc1c(C(=O)N(C2CCCC2)C2CCCC2)cc([N+](=O)[O-])cc1[N+](=O)[O-]	1.8	0.1	0.4	5.7
COC(=O)c1ccccc1NC(=S)NC(=O)c1ccccc1	5.3	0.2	-0.8	1.4
COc1ccc(/C=C2\SC(=O)N(CC(=O)Nc3ccc(C)cc3C)C2=O)cc1	9.7	-0.1	0.1	-5.8
CC(C(=O)Nc1ccc(Cl)cc1O)N1C(=O)c2ccccc2C1=O (centres undefined)	8.1	0.1	2.1	-2.6
CCOC(=O)/C=C/[n+]1cccc(C)c1	-5.6	-0.1	-0.6	1.2
O=C(CN1C(=O)c2ccccc2S1(=O)=O)Nc1ncc(C(F)(F)F)cc1Cl	-1.3	-0.1	1.5	22.1
CC(Nc1ccc(Cl)cc1)C(=O)N/N=C/c1ccccc1O (centres undefined)	-13.2	-0.1	0.2	7.3

From PubChem BioAssay
